High-throughput results deposited in PubChem BioAssay by several laboratories.
AddAB inh = less growth of phage-infected E. coli with AddAB | inhibition, % at 11.9 µM | E. coli expressing H. pylori AddAB, absorbance growth | hit rate 0.29% among 330,000 | AID 435030; in the data active = inhibition above about 12%;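 note: 0% = vehicle wells of infected cells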
E coli growth = reduces bacterial viability in AddAB counter-screen | E. coli V3065 growth, OD600 absorbance, 18 h | inhibition, % at 11.9 µM | hit rate 0.27% among 330,000;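 active = inhibition above the campaign's mean inhibition across all tested compounds plus 3 SD, cut at about 9.9% in these data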;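 note: uninfected addAB+ strain grown without phage in ampicillin broth; 0% = DMSO wells and 100% = ciprofloxacin 0.95 µg/ml wells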
HTR5A inv ag = inverse agonist of human HTR5A in OPRM1-OPRD1 counter-screen. inhibition, % at 9.3 µM. P47898. hit rate 0.083% among 340,000. HTR5A cell line, luminescence, inverse agonism; in the data active = inhibition mostly above about 23%, no sharp cut-off; inactive = mostly below about 18%;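 note: 0% = cells with DMSO and 100% = no-cell wells with DMSO; some compounds called inactive have numbers as strong as hits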
Target sequence (P47898 whole entry, looked up): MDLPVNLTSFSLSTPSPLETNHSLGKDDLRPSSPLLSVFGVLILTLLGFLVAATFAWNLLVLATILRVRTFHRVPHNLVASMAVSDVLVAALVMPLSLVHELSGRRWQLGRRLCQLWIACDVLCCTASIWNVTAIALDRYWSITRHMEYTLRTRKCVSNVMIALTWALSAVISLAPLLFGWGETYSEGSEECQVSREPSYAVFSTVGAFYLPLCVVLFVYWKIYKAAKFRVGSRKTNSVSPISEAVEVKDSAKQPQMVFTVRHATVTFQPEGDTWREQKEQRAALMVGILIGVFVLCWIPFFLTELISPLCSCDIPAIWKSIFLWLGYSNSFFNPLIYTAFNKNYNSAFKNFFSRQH
CDK5 p35 inh = inhibitors of human CDK5/p35 kinase; hit rate 0.01% among 330,000; AID 488839; inhibition, % at 10 µM; Recombinant CDK5/p35, ADP-Glo luminescence, 60 min;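 active = highest replicate inhibition of at least 50% and at least 75% of replicates reaching 50%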;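 note: plate controls were DMSO neutral control for no effect and GW8510 at 10 µM for full effect; many of its hits are not listed in these tables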
PKA-R1A activ = PKA-R1A complex activation; P00514+P68181; PKA-R1A dissociation, Cy5-IP20 fluorescence polarization; scaled: DMSO 0%, 113 µM cGMP 100%; activation, % at 11.4 µM; hit rate 0.083% among 340,000; AID 504707;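 active = percent activation above the mean of all tested compounds plus 3 SD, cut at about 19% in these data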;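 note: higher means more PKAc released from R1A so a rise in polarization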
PKA-R2B act = activates the human PKA-R2B holoenzyme complex. PKA-R2B holoenzyme dissociation, Cy5-IP20 fluorescence polarization; R2B truncated from residue 108, S112A mutant; 0% DMSO only, 100% 113 µM cGMP. activation, % at 11.4 µM. hit rate 0.079% among 340,000;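 active = activation above a cutoff set at the mean over all compounds plus 3 SD, cut at about 18% in these data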;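 note: higher means more holoenzyme dissociation and a rise in polarization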
SUMO Mot1 rescue = blocks SUMOylation pathway, rescuing yeast Mot1-301 growth; S. cerevisiae Mot1-301 growth rescue, ATP luminescence, 38.5C; percent above DMSO median, 100 means doubled; growth rescue, % at 18.8 µM; hit rate 1% among 320,000; AID 2716;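 active = every valid replicate shows activation above 250% relative to neutral control wells; inactive = the rest, any valid replicate at or below 250%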;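 note: OY570 slx delta 5 strain wells were the positive control but not used for scaling; some compounds called inactive have numbers as strong as hits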
Tat transport = blocks Tat-dependent protein export in E. coli; inhibition, % at 10 µM; hit rate 0.036% among 340,000; E. coli MC4100 TorA-mCherry Tat export, fluorescence;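 active = mean replicate inhibition at least 50% and at least half of replicates individually reaching 50%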;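 note: exported cargo escapes ClpAP degradation while cytoplasmic cargo is degraded and loses fluorescence; 0% = median of neutral control wells and 100% = median of NaSCN control wells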
phage Ecoli inh = E. coli growth loss with phage present | growth absorbance | inhibition, % at 11.9 µM | hit rate 0.26% among 360,000; in the data active = inhibition above about 11%
DAGLB inh = blocks human DAGLB lipase activity; Q8NCG7; HEK293T DAGLB membrane lysate, EnzChek fluorogenic substrate; inhibition, % at 5.17 µM; hit rate 0.059% among 340,000; AID 504411; in the data active = inhibition above about 34%;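 note: 0% = enzyme with vehicle and 100% = wells lacking enzyme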
Target sequence (Q8NCG7 whole entry, looked up): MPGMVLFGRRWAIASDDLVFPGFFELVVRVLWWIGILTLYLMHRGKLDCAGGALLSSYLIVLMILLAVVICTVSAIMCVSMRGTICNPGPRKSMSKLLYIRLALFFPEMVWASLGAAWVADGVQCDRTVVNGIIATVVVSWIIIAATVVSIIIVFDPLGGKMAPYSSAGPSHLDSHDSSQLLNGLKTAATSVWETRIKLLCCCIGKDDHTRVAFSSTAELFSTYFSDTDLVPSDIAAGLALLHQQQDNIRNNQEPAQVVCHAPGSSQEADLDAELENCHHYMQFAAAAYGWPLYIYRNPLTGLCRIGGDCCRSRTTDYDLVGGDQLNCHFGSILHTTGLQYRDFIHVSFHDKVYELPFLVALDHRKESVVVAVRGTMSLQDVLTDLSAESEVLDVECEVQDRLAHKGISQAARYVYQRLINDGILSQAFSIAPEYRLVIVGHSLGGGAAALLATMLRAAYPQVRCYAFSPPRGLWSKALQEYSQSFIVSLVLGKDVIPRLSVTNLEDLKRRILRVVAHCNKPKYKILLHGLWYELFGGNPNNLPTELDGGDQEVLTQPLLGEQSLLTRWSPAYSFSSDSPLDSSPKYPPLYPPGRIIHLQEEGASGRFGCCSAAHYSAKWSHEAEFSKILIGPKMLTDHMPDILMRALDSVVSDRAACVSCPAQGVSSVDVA
HTR5A ag ctr = HTR5A agonism, opioid heterodimer counter-screen; activation, % at 9.3 µM; HTR5A agonist assay, luminescence, cell-based; hit rate 0.61% among 340,000; in the data active = activation mostly above about 9.5%, no sharp cut-off; inactive = mostly below about 7.6%;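 note: 0% = cells with vehicle only and 100% = reference agonist; strong numbers were not always called active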
Active calls of the source: *. Not a hit list; any-hit rate near 2.3%.

How did Cc1ccccc1/C=C/C12NC(=O)CN1c1ccccc1C2(C)C (stereo unspecified) do in these assays?
AddAB inh: 1.4; E coli growth: 0.8; HTR5A inv ag: 4.3; CDK5 p35 inh: -4.3; PKA-R1A activ: 12.4; PKA-R2B act: -2.3; SUMO Mot1 rescue: 21.1; Tat transport: 8.2; phage Ecoli inh: 1.0; DAGLB inh: 1.9; HTR5A ag ctr: -1.4

Results for COc1cc(C(=O)N2CCN(C(=O)c3ccco3)CC2)cc(OC)c1OC ?
AddAB inh: 3.8; E coli growth: 2.6; HTR5A inv ag: 11.1; CDK5 p35 inh: -0.9; PKA-R1A activ: -11.3; PKA-R2B act: -6.5; SUMO Mot1 rescue: -12.1; Tat transport: 2.8; phage Ecoli inh: 2.8; DAGLB inh: -0.1; HTR5A ag ctr: -4.4

What do the screens show for `Nc1ncnc(Nc2cc(C(F)(F)F)cc(C(F)(F)F)c2)n1`?
AddAB inh: 1.3; E coli growth: 2.9; HTR5A inv ag: 15.3; CDK5 p35 inh: 0.8; PKA-R1A activ: 3.5; PKA-R2B act: 0.6; SUMO Mot1 rescue: -1.6; Tat transport: -0.5; phage Ecoli inh: 5.2; DAGLB inh: 0.4; HTR5A ag ctr: 3.6

What do the screens show for `CCCOC(=O)c1ccc(NC(=O)c2cc(OC)c(OC)c(OC)c2Br)cc1`?
AddAB inh: -1.0; E coli growth: 0.2; HTR5A inv ag: -1.4; CDK5 p35 inh: -1.4; PKA-R1A activ: -0.8; PKA-R2B act: -15.6; SUMO Mot1 rescue: 12.8; Tat transport: 11.2; phage Ecoli inh: 2.8; DAGLB inh: -8.9; HTR5A ag ctr: 0.5

How did COc1ccc(NC(=O)CN2C(=O)c3cccc4cccc2c34)c(OC)c1 do in these assays?
AddAB inh: 0.2; E coli growth: 1.6; HTR5A inv ag: -4.1; CDK5 p35 inh: -0.3; PKA-R1A activ: -0.4; PKA-R2B act: 4.0; SUMO Mot1 rescue: 9.0; Tat transport: -3.3; phage Ecoli inh: 1.7; DAGLB inh: -1.6; HTR5A ag ctr: -1.2

What do the screens show for `COc1cc2ncnc(NCCCN3CCOCC3)c2cc1OC`?
AddAB inh: 3.9; E coli growth: 1.5; HTR5A inv ag: 11.6; CDK5 p35 inh: 2.3; PKA-R1A activ: -4.7; PKA-R2B act: -7.6; SUMO Mot1 rescue: -11.4; Tat transport: -3.3; phage Ecoli inh: 2.4; DAGLB inh: -1.4; HTR5A ag ctr: 0.1

What do the screens show for `Cc1ccc(OCC(=O)N2CCCCCCC2)cc1`?
AddAB inh: -1.0; E coli growth: 1.8; HTR5A inv ag: -7.8; CDK5 p35 inh: 0.4; PKA-R1A activ: -4.4; PKA-R2B act: 7.6; SUMO Mot1 rescue: -7.2; Tat transport: 7.6; phage Ecoli inh: -1.9; DAGLB inh: -5.4; HTR5A ag ctr: 2.0

How did CC1CCCN(C(=O)COC(=O)C2=COCCO2)C1 (stereo unspecified) do in these assays?
AddAB inh: -0.3; E coli growth: 1.2; HTR5A inv ag: 0.6; CDK5 p35 inh: -1.1; PKA-R1A activ: -9.1; PKA-R2B act: -2.4; SUMO Mot1 rescue: -3.8; Tat transport: 10.9; phage Ecoli inh: 3.5; DAGLB inh: -2.9; HTR5A ag ctr: -0.1

What do the screens show for `Cn1c(C(=O)N2CCC(C(=O)NCc3ccccc3)CC2)cc2sccc21`?
AddAB inh: 2.9; E coli growth: -0.7; HTR5A inv ag: -9.7; CDK5 p35 inh: 0.8; PKA-R1A activ: -6.0; PKA-R2B act: -6.5; SUMO Mot1 rescue: 3.9; Tat transport: -2.7; phage Ecoli inh: 2.0; DAGLB inh: 1.7; HTR5A ag ctr: 3.2

What do the screens show for `Cc1oc2ccc(NS(=O)(=O)c3ccccc3)cc2c1C(=O)Nc1ccccc1`?
AddAB inh: 3.5; E coli growth: -0.9; HTR5A inv ag: 22.8; CDK5 p35 inh: -0.3; PKA-R1A activ: 4.0; PKA-R2B act: 0.8; SUMO Mot1 rescue: -15.0; Tat transport: -8.7; phage Ecoli inh: 2.1; DAGLB inh: -2.8; HTR5A ag ctr: 2.5

How did Cc1cccc(CC(C)NC(=O)CCc2nnc(-c3ccccc3)o2)n1 (stereo unspecified) do in these assays?
AddAB inh: 2.0; E coli growth: 0.3; HTR5A inv ag: 18.7; CDK5 p35 inh: 1.2; PKA-R1A activ: -13.4; PKA-R2B act: -0.3; SUMO Mot1 rescue: 17.9; Tat transport: -3.7; phage Ecoli inh: 2.1; DAGLB inh: 1.8; HTR5A ag ctr: 8.3

What do the screens show for `Cc1nc(S(=O)(=O)c2ccc(Cl)cc2Cl)nc2c1CCC2`?
AddAB inh: 3.4; E coli growth: 1.4; HTR5A inv ag: -13.9; CDK5 p35 inh: -0.5; PKA-R1A activ: -3.6; PKA-R2B act: -8.3; SUMO Mot1 rescue: -5.0; Tat transport: -8.9; phage Ecoli inh: 3.0; DAGLB inh: 0.5; HTR5A ag ctr: -2.7

What do the screens show for `O=C(NC1CCC(O)CC1)c1cccc2cccnc12` (stereo unspecified)?
AddAB inh: 0.8; E coli growth: 0.4; HTR5A inv ag: -1.2; CDK5 p35 inh: -3.0; PKA-R1A activ: -9.7; PKA-R2B act: 2.9; SUMO Mot1 rescue: 5.5; Tat transport: -4.4; phage Ecoli inh: 2.6; DAGLB inh: 2.3; HTR5A ag ctr: 0.5

What do the screens show for `Cc1cccc(OCc2nnc(N)s2)c1C`?
AddAB inh: 1.2; E coli growth: -3.0; HTR5A inv ag: -11.1; CDK5 p35 inh: -0.2; PKA-R1A activ: -3.6; PKA-R2B act: -9.7; SUMO Mot1 rescue: 0.1; Tat transport: 1.8; phage Ecoli inh: 0.0; DAGLB inh: -5.3; HTR5A ag ctr: 4.4

How did Cc1cccc(NC(=O)CNC(=O)c2cn(Cc3ccccc3)nc2-c2cccnc2)c1C do in these assays?
AddAB inh: -0.8; E coli growth: -1.9; HTR5A inv ag: 6.2; CDK5 p35 inh: -0.7; PKA-R1A activ: -7.7; PKA-R2B act: -5.0; SUMO Mot1 rescue: -11.3; Tat transport: 7.5; phage Ecoli inh: -1.6; DAGLB inh: -1.9; HTR5A ag ctr: -2.5

What do the screens show for `CCOc1ccc(Br)cc1S(=O)(=O)NCCN1CCCC1`?
AddAB inh: -0.2; E coli growth: -0.6; HTR5A inv ag: 3.2; CDK5 p35 inh: 0.8; PKA-R1A activ: 0.8; PKA-R2B act: 5.2; SUMO Mot1 rescue: 34.0; Tat transport: 4.2; phage Ecoli inh: 2.5; DAGLB inh: 1.4; HTR5A ag ctr: -0.8

What do the screens show for `CC(NC(=O)c1cccc(S(=O)(=O)N2CCN(C)CC2)c1)C1CC2CCC1C2` (stereo unspecified)?
AddAB inh: -1.2; E coli growth: -2.1; HTR5A inv ag: 5.3; CDK5 p35 inh: -0.8; PKA-R1A activ: 0.8; PKA-R2B act: 6.5; SUMO Mot1 rescue: -10.2; Tat transport: -0.4; phage Ecoli inh: 0.6; DAGLB inh: -0.3; HTR5A ag ctr: -2.1

What do the screens show for `COCCC(=O)N1CCCC(CCC(=O)NCc2ccc(F)c(F)c2)C1` (stereo unspecified)?
AddAB inh: -0.2; E coli growth: 2.9; HTR5A inv ag: -1.9; CDK5 p35 inh: 2.0; PKA-R1A activ: -9.7; PKA-R2B act: -14.6; SUMO Mot1 rescue: 33.2; Tat transport: 6.7; phage Ecoli inh: 2.1; DAGLB inh: 2.4; HTR5A ag ctr: 2.1

How did Cc1ccc2nc(-c3ccc(NC(=O)COCC(=O)O)cc3)sc2c1 do in these assays?
AddAB inh: -2.7; E coli growth: -3.6; HTR5A inv ag: -7.2; CDK5 p35 inh: 1.2; PKA-R1A activ: -4.3; PKA-R2B act: 4.5; SUMO Mot1 rescue: -4.5; Tat transport: 9.4; phage Ecoli inh: -0.3; DAGLB inh: 1.4; HTR5A ag ctr: 7.2

How did C[C@H](CO)N1C[C@H](C)[C@H](CN(C)S(=O)(=O)c2cn(C)cn2)Oc2ccc(NC(=O)Nc3ccc(C(F)(F)F)cc3)cc2CC1=O do in these assays?
AddAB inh: 3.9; E coli growth: -0.4; HTR5A inv ag: -15.6; CDK5 p35 inh: -4.9; PKA-R1A activ: -3.9; PKA-R2B act: -10.9; SUMO Mot1 rescue: 12.0; Tat transport: 5.0; phage Ecoli inh: 1.4; DAGLB inh: -1.0; HTR5A ag ctr: 5.3

Results for COc1ccc(Nc2nc(N)nc(CSc3nccc(C)n3)n2)cc1 ?
AddAB inh: -0.2; E coli growth: 0.7; HTR5A inv ag: -30.8; CDK5 p35 inh: 1.3; PKA-R1A activ: 5.7; PKA-R2B act: -12.8; SUMO Mot1 rescue: -12.4; Tat transport: -9.0; DAGLB inh: 1.5; HTR5A ag ctr: 1.4

Results for C/C=C\C=C/C(=O)Nc1cccc(C2=NOC3(C2)C[C@@H](C(N)=O)N(C(=O)C2(C)CC2)C3)c1 (stereo partly specified) ?
AddAB inh: 2.8; E coli growth: -1.7; HTR5A inv ag: -13.7; CDK5 p35 inh: -1.2; PKA-R1A activ: -10.9; PKA-R2B act: -6.6; SUMO Mot1 rescue: -7.4; Tat transport: -6.5; phage Ecoli inh: -3.7; DAGLB inh: 0.7; HTR5A ag ctr: -0.4

What do the screens show for `Cc1ccc(S(=O)(=O)N2CCCC(C(=O)NC3=NCCS3)C2)cc1` (stereo unspecified)?
AddAB inh: 1.6; E coli growth: -0.5; HTR5A inv ag: -14.7; CDK5 p35 inh: 0.2; PKA-R1A activ: -11.5; PKA-R2B act: 3.8; SUMO Mot1 rescue: 319.4; Tat transport: 3.3; phage Ecoli inh: 2.5; DAGLB inh: -1.2; HTR5A ag ctr: 5.8

Results for O=S(=O)(c1cccc2cccnc12)N(CCO)CCO ?
AddAB inh: 5.1; E coli growth: 0.6; HTR5A inv ag: -2.5; CDK5 p35 inh: -7.6; PKA-R1A activ: -5.5; PKA-R2B act: -16.7; SUMO Mot1 rescue: -6.9; Tat transport: -6.3; phage Ecoli inh: 3.6; DAGLB inh: -1.1; HTR5A ag ctr: 0.8

How did O=C(NCc1ccc(Cl)cc1)C1CCCN(c2cnccn2)C1 (stereo unspecified) do in these assays?
AddAB inh: 1.8; E coli growth: -3.7; HTR5A inv ag: -2.6; CDK5 p35 inh: -0.7; PKA-R1A activ: -4.6; PKA-R2B act: 0.5; SUMO Mot1 rescue: 20.7; Tat transport: -15.9; phage Ecoli inh: -0.8; DAGLB inh: 0.6; HTR5A ag ctr: 0.7

Results for O=S1(=O)CC/C(=N/Nc2ccccn2)c2cc(F)ccc21 ?
AddAB inh: 3.2; E coli growth: -0.7; HTR5A inv ag: -2.2; CDK5 p35 inh: -0.4; PKA-R1A activ: -0.3; PKA-R2B act: -10.5; SUMO Mot1 rescue: 88.4; Tat transport: -11.4; phage Ecoli inh: 4.0; DAGLB inh: -0.5; HTR5A ag ctr: 2.4
